# Compound activity from PubChem BioAssay.
# MCF10A rereplic = A quantitative high throughput screen for small molecules that induce DNA re-replication in MCF 10a normal breast cells. MCF 10A DNA re-replication, Hoechst nuclear intensity, 48 h. 350,000 tested, 2.9% active. Potency, µM (titrated, usually from 46.1 µM), inactives show at the highest dose activity, positive = re-replication, hits mostly activators; note: potency is the fitted concentration of half-maximal effect; % of control where 0% means no effect; nearly all actives have a fitted effect of over 50% in size
# KB-V1 MDR tox = qHTS assay for MDR1-selective chemotherapeutics: Primary screen using the drug-selected MDR subline cells KB-V1; Potency, µM (titrated, usually from 46.1 µM), for inactives: top-dose activity change, negative = cytotoxicity, hits mostly cytotoxic; KB-V1 MDR cells viability, CellTiter-Glo, 72 h; 400,000 tested, 3.4% active; note: potency is the fitted concentration of half-maximal effect; % is set by controls: 0 for no effect and ±100 for the full control effect; nearly all actives have a fitted effect of over 60% in size
#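 In this primary screen, KB-V1 cells overexpressing P-gp are incubated with library compounds (lowest to highest concentration) for 72 h at 37 degrees C before a luminescent ATP viability read.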
# HT1080-NT tox = qHTS for induction of synthetic lethality in tumor cells producing 2HG: qHTS for the HT-1080-NT fibrosarcoma cell line. Potency, µM (top dose mostly 46.1 µM), for the others: top-dose activity, negative = less viability, most hits filed as cytotoxic. 360,000 tested, 1.6% active. HT-1080-NT fibrosarcoma viability, CellTiter-Glo ATP luminescence, 48 h;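 note: NT is the 2HG producing partner of a matched IDH1 knockdown line; potency is the fitted concentration of half-maximal effect; 0% = DMSO-treated cells and -100% = media-only wells without cells; nearly all actives have a fitted effect of over 55% in size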
#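 Read-out is CellTiter-Glo luminescence after 10 minutes at room temperature, following 48 hours' compound treatment of HT-1080-NT cells (750 cells/well, RPMI, 5% FBS, 37 degrees C).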
# KB-3-1 tox = qHTS assay for MDR1-selective chemotherapeutics: Primary screen using the parental adenocarcinoma cell KB-3-1 | KB-3-1 viability, CellTiter-Glo ATP luminescence, 72 h | Potency, µM (series often up to 46.1 µM), for the others: at the top dose activity change, negative = cytotoxic, actives largely listed as cytotoxic | 400,000 tested, 1.4% active | AID 1347075, 2019; note: potency is the fitted concentration of half-maximal effect; % is set by controls: 0 for no effect and ±100 for the full control effect; nearly all actives have a fitted effect of over 60% in size
#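 Cytotoxicity measured as CellTiter-Glo luminescence after 72 h at 37 C. Compound titrations were pinned onto drug-naive KB-3-1 parental adenocarcinoma cells grown in DMEM with 10% FBS, and normalized data fitted to concentration-response curves.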
# IL1B secr inh = qHTS for Inhibitors of Inflammasome Signaling: IL-1-beta AlphaLISA Primary Screen | THP-1 LPS/ATP IL-1B secretion, AlphaLISA, 16 h; hits give low values | activity change, % at 57.5 µM | 360,000 tested, 4.7% active; in the data active = activity change below about -50%; inconclusive = mostly about -30% to -49%; note: % is set by controls: 0 for no effect and ±100 for the full control effect
#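 THP-1 cells pretreated 1 hr with compounds (up to 57.5 uM final), then stimulated with LPS (250 ng/mL final) plus ATP (1.25 mM final); secreted IL-1B measured by AlphaLISA after 16 hr, decreased signal indicating inhibition.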
# HT1080 IDH1KD tx = qHTS for induction of synthetic lethality in tumor cells producing 2HG: qHTS for the HT-1080-IDH1KD cell line; HT-1080 IDH1 knockdown viability, ATP luminescence, 48 h; Potency, µM (series often up to 46.1 µM), for inactives: at the highest dose activity, negative = toxicity, hits mostly cytotoxic; 360,000 tested, 2% active;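 note: potency is the fitted concentration of half-maximal effect; 0% = DMSO wells and -100% = cell-free medium wells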
#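 Viability of IDH1-knockdown HT-1080 fibrosarcoma cells was assessed by CellTiter-Glo after 48 h at 37 °C with titrated compound; concentration-effect curves were classified by fit quality and response size.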
# ATXN2 expr inh = Primary qHTS for Inhibitors of ATXN expression; HEK-293 ATXN2-luciferase reporter, luminescence, 24 h; Potency, µM (doses to about 57 µM), without a hit: top-dose activity change, negative = inhibition, usual class: inhibitors; 360,000 tested, 0.72% active; note: potency is the fitted concentration of half-maximal effect; % is set by controls: 0 for no effect and ±100 for the full control effect; nearly all actives have a fitted effect of over 55% in size
#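 ATXN2-luciferase reporter cells (luciferase flanked by upstream and downstream ATXN2 gene portions) were treated 24 h at 37 °C with compounds at up to 57 uM. SteadyGlo luminescence gave expression; GF-AFC fluorescence gave viability.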
# WRN helicase inh = qHTS for Inhibitors of WRN Helicase; Bifunctional 3'-5' exonuclease/ATP-dependent helicase WRN (Homo sapiens), Q14191; WRN helicase unwinding, fluorescent forked duplex, kinetic; Potency, µM (doses to about 114 µM), inactives show at the highest dose activity change, negative = inhibition, most hits filed as inhibitors; 360,000 tested, 0.46% active; AID 651768, 2012; note: potency is the fitted concentration of half-maximal effect; % is set by controls: 0 for no effect and ±100 for the full control effect; nearly all actives have a fitted effect of over 55% in size
# Target sequence (Q14191 whole entry, looked up): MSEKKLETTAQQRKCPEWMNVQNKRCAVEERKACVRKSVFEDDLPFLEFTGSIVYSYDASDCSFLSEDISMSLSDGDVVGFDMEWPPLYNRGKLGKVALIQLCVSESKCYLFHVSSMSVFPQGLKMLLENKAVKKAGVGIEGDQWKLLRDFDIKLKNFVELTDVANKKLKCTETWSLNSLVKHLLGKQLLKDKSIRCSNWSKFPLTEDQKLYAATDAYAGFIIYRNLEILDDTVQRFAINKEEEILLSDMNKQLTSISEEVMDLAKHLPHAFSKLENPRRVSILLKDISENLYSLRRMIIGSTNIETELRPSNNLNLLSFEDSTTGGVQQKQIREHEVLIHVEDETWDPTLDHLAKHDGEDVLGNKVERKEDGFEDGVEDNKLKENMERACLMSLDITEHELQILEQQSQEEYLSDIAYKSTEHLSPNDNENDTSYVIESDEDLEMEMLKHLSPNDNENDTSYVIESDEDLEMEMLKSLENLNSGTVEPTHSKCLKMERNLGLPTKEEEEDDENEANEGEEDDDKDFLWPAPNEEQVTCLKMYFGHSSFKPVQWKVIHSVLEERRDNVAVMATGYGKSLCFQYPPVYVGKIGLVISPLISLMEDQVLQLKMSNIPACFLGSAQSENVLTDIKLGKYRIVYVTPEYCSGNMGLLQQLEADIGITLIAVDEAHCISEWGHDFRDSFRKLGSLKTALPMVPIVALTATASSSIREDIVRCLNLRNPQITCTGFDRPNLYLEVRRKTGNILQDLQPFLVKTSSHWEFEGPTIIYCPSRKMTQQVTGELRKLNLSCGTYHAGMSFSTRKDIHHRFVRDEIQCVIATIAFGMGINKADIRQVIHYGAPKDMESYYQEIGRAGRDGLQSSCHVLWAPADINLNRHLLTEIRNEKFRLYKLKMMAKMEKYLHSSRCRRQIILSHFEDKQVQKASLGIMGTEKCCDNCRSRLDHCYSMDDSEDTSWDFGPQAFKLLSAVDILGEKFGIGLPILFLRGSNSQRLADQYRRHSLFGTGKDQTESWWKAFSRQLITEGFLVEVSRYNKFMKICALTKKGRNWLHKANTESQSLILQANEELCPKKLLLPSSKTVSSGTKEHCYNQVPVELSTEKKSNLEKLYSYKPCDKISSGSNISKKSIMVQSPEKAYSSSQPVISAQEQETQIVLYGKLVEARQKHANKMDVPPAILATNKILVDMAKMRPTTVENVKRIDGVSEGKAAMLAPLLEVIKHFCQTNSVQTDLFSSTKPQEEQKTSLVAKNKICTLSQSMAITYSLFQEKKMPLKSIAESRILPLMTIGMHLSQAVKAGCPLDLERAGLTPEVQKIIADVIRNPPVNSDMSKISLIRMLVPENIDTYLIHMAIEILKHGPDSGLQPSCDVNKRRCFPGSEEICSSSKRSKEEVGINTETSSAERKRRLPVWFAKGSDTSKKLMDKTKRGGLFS
#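 Screening of the MLSMR collection measured strand separation of a quenched forked DNA duplex (100 nM) by 20 nM WRN with 2 mM ATP, all final. Compounds were preincubated with enzyme 15 min at room temperature.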
# SW480 rerep = A quantitative high throughput screen for small molecules that induce DNA re-replication in SW480 colon adenocarcinoma cells; 340,000 tested, 1.8% active; AID 624297, 2012; Potency, µM (titrated, usually from 46.1 µM), for the others: top-dose re-replication activation, usual class: activators; SW480 DNA re-replication, Hoechst DNA content imaging, 48 h; note: potency is the fitted concentration of half-maximal effect; % of control where 0% means no effect; nearly all actives have a fitted effect of over 55% in size
#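 DNA re-replication was detected as more nuclei of elevated Hoechst intensity after 48 hr exposure to compound (23 nL pinned per well of 250 cells).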
# * hit, by the source's call; i = inactive; ? = inconclusive; · = not tested or not shown; [ ] = another dose, or the depositor's remark. Unless noted, calls come from the whole dose curve; as a rule, active = well fitted curve in the direction sought with a large enough effect; inconclusive = small, poorly fitted or top-dose-only effect, or another doubt; inactive = no such curve, though single readings can be large; an effect the other way counts as inactive or inconclusive.
SMILES,MCF10A rereplic,KB-V1 MDR tox,HT1080-NT tox,KB-3-1 tox,IL1B secr inh,HT1080 IDH1KD tx,ATXN2 expr inh,WRN helicase inh,SW480 rerep
C=C(C)c1cccc(C(C)(C)NC(=O)NCC2CCCO2)c1 (centres undefined),-1%,?,4%,12%,13,4%,-8%,-16%,1%
COc1ccc(CCNc2oc(COc3ccccc3)nc2C#N)cc1,5%,16µM*,1%,-17%,-9,0%,4%,-14%,-1%
CCc1nnc(NC(=O)CSc2nccn2-c2cc(C)cc(C)c2)s1,?,22%,14%,18µM*,-11,-2%,-22%,-3%,?
COC(=O)/C=c1/s/c(=C(\C#N)C(=O)NCc2ccco2)n(-c2ccc(C)cc2)c1=O,9%,-5%,5%,11%,32,7%[9.24 µM],-6%,-10%,-2%
Cc1ccc(-n2nc(C)cc2NC(=O)c2ccc(C)s2)cc1,-3%,-2%,-4%,19%,12,-13%,7%,-3%,-12%
Cc1cccc(Cc2nnc(CCC(=O)N(CC3CC3)CC3CCCO3)o2)c1 (centres undefined),0%,?,10%,-1%,-1,21%,25%,0%,10%
O=C1C2CCCN2C(c2ccccc2)N1c1nccs1 (centres undefined),-2%,-12%,11%,2%,-6,2%,4%,-1%,0%
CCN(C[C@H]1N[C@@](CC)(C(=O)OC)[C@H]2C(=O)N(Cc3ccccc3)C(=O)[C@@H]12)C(=O)NC(C)C,2%,0%,4%,0%,0,6%,8%,5%,-69%[inhibitor]
Cc1nn(Cc2ccccc2)c(Cl)c1C(=O)NCCc1ccc(Cl)cc1,13%,?,-8%,-1%,6,2%,30%,-18%,0%
Cc1ccc(/C=C2\SC(=S)N(CCCC(=O)NC3CCCC3)C2=O)cc1,-2%,-1%,10%,-13%,i,25%,13µM*,-8%,-5%
COc1ccc(S(=O)(=O)N2CCC(C(=O)NCCC3=CCCCC3)CC2)cc1OC,-3%,-15%,-3%,-2%,14,-9%,-20%,-8%,3%
O=C(NNC(=O)c1cc2cc(Br)ccc2oc1=O)c1ccc(O)cc1O,?,?,?,-1%,97,1.8µM*,?,-28%,11%
COc1cccc(N2CCN(C(=O)CCc3nnc4ccc(N5CCOCC5)nn34)CC2)c1,5%,-5%,0%,4%,-29,-3%,-2%,1%,-10%
CCCOc1ccc(Cl)cc1Nc1nc(NCCO)nc(N2CCCC2)n1,6%,?,·,0%,·,·,14%,·,-42%[inhibitor]
Cc1cc(NC(=O)CSCC(=O)Nc2ccccc2N2CCCCC2)no1,29%,-18%,-6%,-4%,3,-20%,-3%,5%,?
O=C1CCCc2c1[nH]c1ccc(Cl)cc21,2%,?,2%,?,22,-3%,3%,-26%,-4%
CC(Oc1cccc2c1OC(C)(C)C2)C(=O)O (centres undefined),-19%,-2%,-2%,-3%,14,-1%,-13%,-30%[57.1 µM],4%
CCOC(=O)N1CCC(NC(=O)c2cc3c(-c4ccc(OC)c(OC)c4)nn(C)c3s2)CC1,?,?,-5%,-12%,-9,-1%,-16%,-8%,-5%
C[C@H]1CN([C@@H](C)CO)C(=O)Cc2cc(NC(=O)Cc3ccccc3)ccc2O[C@H]1CN(C)S(=O)(=O)c1cccs1,5%,-4%,1%,-6%,-3,-7%,3%,-20%,1%
CC(OC(=O)c1cc2sccc2n1C)C(=O)NCc1ccco1 (centres undefined),-12%,-22%,19%,3%,6,0%,9%,-2%,0%
COC(=O)CSc1nc2ccc(NC(C)=O)cc2s1,3%,16%,9%,-4%,-53*,9%,-9%,6%,1%
Cc1ccn2cc(CNS(=O)(=O)c3ccc4ccccc4c3)nc2c1,7%,?,-5%,-29%,i,-4%,-19%,-22%,?
NS(=O)(=O)c1ccc2nc(NC(=O)C3CCCO3)sc2c1 (centres undefined),0%,-7%,29%,26%,11,29%,12%,-4%,-10%
Cc1ccc(-n2cnn(-c3ccc([N+](=O)[O-])cc3[N+](=O)[O-])c2=O)cc1,3%,-10%,16%,1%,28,21%,6%,10%,-15%
O=C(NC1CC2CCCC(C1)N2C(=O)NC1CCCCC1)c1ccc(F)cc1 (centres undefined),2%,-7%,4%,-1%,12,7%,-33%,5%,2%
Cc1ccc(-c2nnc(SC(C)C#N)n2N)cc1 (centres undefined),0%,5%,16%,-9%,-8,21%,5%,2%,-12%
Cc1cc(NC(=O)Cn2nc(C(=O)O)c3ccccc3c2=O)ccc1Br,9%,4%,-14%,-6%,0,-2%,-32%,?,-3%
Cc1oc(-c2ccc(Cl)cc2)nc1CN1CCCC(C(=O)NCc2cccnc2)C1 (centres undefined),-2%,2.3µM*,?,2.6µM*,-72*,?,-13%,1%,-2%
O=C(CSc1nc(-c2cccs2)cc(C(F)(F)F)n1)Nc1cc(OCC(F)(F)F)cc([N+](=O)[O-])c1,?,?,?,?,11,16µM*,?,1%,2%
O=C(CSC1=NS(=O)(=O)c2cc(F)ccc2N1)Nc1ccccc1F,0%,14%,-14%,-3%,5,-6%,-9%,0%,2%
O=C(c1ncc[nH]1)c1ccccc1C(=O)N1CCOCC1,1%,?,9%,?,-9,12%,2%,-3%,-1%
CC1(C)Cc2ccccc2-c2n[nH]c(=S)n21,2%,?,14µM*,-1%,2,11µM*,3%,3%,0%
CCc1ccc(Oc2cc(C)nc(N)n2)cc1,0%,11%,-1%,3%,15,1%,34%[activator],9%,-7%
C[C@H]1COc2cc(N3CCSCC3)ccc2S(=O)(=O)N1,·,4%,17%,12%,26,11%,6%,0%,·
O=c1c(=O)n(CCO)n(CCO)c(=O)n1CCO,·,2%,-4%,-1%,0,0%,·,-3%,·
O=C(Cc1c(O)c2ccccc2[nH]c1=O)NCc1ccc(F)cc1,0%,14%,7%,-5%,0,7%,-9%,-20%,1%
O=C1CCC([N+](=O)[O-])C(c2ccc(-c3ccccc3)cc2)N1 (centres undefined),3%,?,16%,-3%,-8,13%,-2%,-6%,-20%
N#CC1=C(Nc2ccccc2Cl)SC2(CCCC2)NC1=O,·,-6%,2%,10%,-5,?,-20%,8%[57.1 µM],·
Cc1ccc(C)c(C(=O)COC(=O)c2cccc(N3C(=O)c4c(C)nc5ccccc5c4C3=O)c2)c1,11%,-1%,1%,13%,19,2%,-30%,?,-2%
O=Cc1ccc(-c2ccc([N+](=O)[O-])cc2Cl)o1,?,?,-12%,-29%,-2,-13%,-16%,-9%,-1%
CC(=O)c1ccc(N2C(=O)CC(N3CCN(S(=O)(=O)c4cc(C)ccc4C)CC3)C2=O)cc1 (centres undefined),2%,0%,10%,?,16,12%,8%,-1%[11.6 µM],-1%
COCc1c(C(=O)OCC(=O)N2c3ccccc3NC(=O)C2(C)C)oc2ccccc12,?,16µM*,-7%,-13%,-8,-23%,-3%,-7%,2%
CCOc1ccc(C(=O)NC2CCN(S(=O)(=O)c3ccccc3)CC2)cc1,5%,0%,-7%,0%,-11,13%,-3%,-33%,5%
COc1ccc(-c2csc(NC(=O)CSc3nc(C)cs3)n2)cc1,-2%,0%,14%,15%,34,5%,32%,-7%,-11%
Cc1ccccc1OCCNC(=O)c1ccc2ccccc2n1,?,-26%,12%,27%,17,4%,26%,-7%,0%
CCCCOC(=O)Nc1cccc(C(C)=O)c1,1%,2%,24%,12%,-6,13%,28%,2%,-6%
COc1ccc(C(C)(C)C)cc1NC(=O)c1[nH]c(C)c(C(C)=O)c1C,18µM*,?,?,?,-2,-15%,167%[activator],-4%,?
Cc1ccc(C(=O)NCCSC2CCCCC2)cc1S(=O)(=O)Nc1ccccc1,14%,?,?,-20%,16,?,-7%,-18%,-2%

# Given field by field: entries from further up.
Cc1ccc(C(=O)NCCSC2CCCCC2)cc1S(=O)(=O)Nc1ccccc1
  MCF10A rereplic = 14% | KB-V1 MDR tox = ? | HT1080-NT tox = ? | KB-3-1 tox = -20% | IL1B secr inh = 16 | HT1080 IDH1KD tx = ? | ATXN2 expr inh = -7% | WRN helicase inh = -18% | SW480 rerep = -2%
Cc1ccc(C)c(C(=O)COC(=O)c2cccc(N3C(=O)c4c(C)nc5ccccc5c4C3=O)c2)c1
  MCF10A rereplic = 11% | KB-V1 MDR tox = -1% | HT1080-NT tox = 1% | KB-3-1 tox = 13% | IL1B secr inh = 19 | HT1080 IDH1KD tx = 2% | ATXN2 expr inh = -30% | WRN helicase inh = ? | SW480 rerep = -2%

# The list continues.
SMILES,MCF10A rereplic,KB-V1 MDR tox,HT1080-NT tox,KB-3-1 tox,IL1B secr inh,HT1080 IDH1KD tx,ATXN2 expr inh,WRN helicase inh,SW480 rerep
CC(C)OC(=O)CCCNc1ccc([N+](=O)[O-])cc1[N+](=O)[O-],-1%,-30%,2%,-6%,14,-11%,-18%,6%,-37%[inhibitor]
CC(=O)N1CCN(C(=O)CSc2nnc(C)n2-c2ccccc2)CC1,?,18%,12%,7%,-7,0%,·,-2%,-4%
Cc1ccc(C2C(=O)c3ccccc3C2=O)cc1,-1%,11%,18%,6%,7,9%,-21%,4%,-7%
CCOC(=O)N/N=C/c1cc(OC)c(O)c(OC)c1,1%,-1%,6%,0%,0,-1%,1%,5%,0%
COCOc1ccc(/C=C2/Oc3cc(OCOC)cc(OCOC)c3C2=O)c(OCOC)c1,6.5µM*,-6%,-1%,0%,-12,2%,-3%,-10%,?
Cc1ccc(C(=O)OCC(=O)N2CCNC2=O)c(C)c1,2%,25%,-21%,12%,-16,-16%,10%,-1%,-361%[inhibitor]
CCN(C(=O)CO/N=C/c1ccc(OC)cc1OC)c1c(N)n(Cc2ccccc2)c(=O)[nH]c1=O,?,?,6%,30%,-13,8%,13%,12%,-10%
